DENV2 CPE rescue: inhibitors of DENV2 cytopathic effect | 1.7% of 350,000 active | CPE inhibition, % at 9.99 µM | AID 651640 | DENV2-infected cells, cytopathic effect rescue, plate reader; in the data active = CPE inhibition above about 20%, passing the limit was not always enough; inconclusive = no clear call, values can overlap the other calls; tested in BHK-21 cells;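 also: 0% = median of neutral control wells and 100% = median of positive control wells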
PAX8 reporter: PAX8 transcriptional activity inhibition; RMG-I TPO-luciferase reporter, SteadyGlo, 24 h; 1.2% of 360,000 active; inhibition, % at 12.6 µM;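 active = mean replicate inhibition at least 60% with every replicate also reaching 60%; inconclusive = only one of the two criteria is met; inactive = mean below 60% and not all replicates reaching 60%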;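 also: luciferase light reporting Pax8 driven TPO promoter activity; plate controls were median of neutral control wells for no effect and mitoxantrone controls for full effect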
ARNT-TACC3 inh: disrupts binding between human ARNT and TACC3; Q9Y6A5; AlphaScreen His-ARNT PAS-B/GST-TACC3 binding, luminescence; TACC3 fragment carries E629A point mutation; inhibition, % at 9.99 µM; 0.66% of 390,000 active;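 active = mean inhibition of replicates at least 50% and at least half of replicates each reaching 50%; inconclusive = half or more replicates reach 50% but mean below 50%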;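 also: 0% = complete ARNT plus TACC3 wells and 100% = ARNT alone without TACC3; many hits fall short of the cut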
EWS-Fli inh: inhibitors of EWS/Fli oncoprotein transcriptional activity | A673 NR0B1-luciferase reporter, viability-normalised | inhibition, % at 12.6 µM | 0.67% of 350,000 active;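 active = mean inhibition of at least 50% after viability correction, with every replicate also passing that limit; inconclusive = mean reaches 50% but only one of two replicates passes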;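 also: firefly luciferase signal divided by Alamar Blue viability fluorescence both relative to DMSO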
Casp6 inh: blocks human caspase-6 cleavage activity; 0.53% of 350,000 active; purified caspase-6, Z-VEID-R110 cleavage fluorescence; P55212; AID 686996; inhibition, % at 12.5 µM;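 active = mean inhibition across replicates at least about 35%, with every replicate also reaching that limit, limit read from the data; inconclusive = only one of the two criteria met; inactive = neither criterion met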;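 also: 0% = median of neutral control wells and 100% = no fluorescence left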
Target sequence (P55212 24-179 limits assumed): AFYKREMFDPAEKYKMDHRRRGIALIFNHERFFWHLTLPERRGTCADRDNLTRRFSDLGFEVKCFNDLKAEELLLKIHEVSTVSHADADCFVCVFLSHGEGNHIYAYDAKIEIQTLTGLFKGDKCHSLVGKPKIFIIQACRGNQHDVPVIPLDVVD
Target sequence (P55212 194-293 limits assumed): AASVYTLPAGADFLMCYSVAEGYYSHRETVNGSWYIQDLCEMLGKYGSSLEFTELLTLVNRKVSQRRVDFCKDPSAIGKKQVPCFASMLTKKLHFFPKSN
LGR2 inh: inhibitors of bursicon-induced Drosophila LGR2 receptor cAMP signaling | HEK293 LGR2, CRE-luciferase, bursicon-stimulated, 4 h | inhibition, % at 9.99 µM | 0.35% of 380,000 active;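 active = drop in luminescence signal, shown as inhibition above about 50% in the replicate tests, limit read from the data, passing the limit was not always enough; inconclusive = probably only some replicates passing the limit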;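 also: agonist challenge used bursicon conditioned medium at about half maximal strength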
SIRT5 inh: inhibitors of human sirtuin-5 desuccinylase; Purified SirT5, succinyl-peptide AMC, trypsin-coupled fluorescence; inhibition, % at 15 µM; 1.1% of 330,000 active; in the data active = inhibition above about 15%; inconclusive = no clear call, values can overlap the other calls
Target sequence (Q9NXA8 whole entry, looked up): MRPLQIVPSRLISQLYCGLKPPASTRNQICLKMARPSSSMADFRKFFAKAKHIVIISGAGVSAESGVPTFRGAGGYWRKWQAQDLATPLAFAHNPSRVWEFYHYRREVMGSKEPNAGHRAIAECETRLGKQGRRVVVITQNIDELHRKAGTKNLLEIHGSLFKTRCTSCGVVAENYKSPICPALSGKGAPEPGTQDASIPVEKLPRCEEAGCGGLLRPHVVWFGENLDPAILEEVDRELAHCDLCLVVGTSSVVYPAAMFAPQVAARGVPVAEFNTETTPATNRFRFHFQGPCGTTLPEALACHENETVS
Numbers without * were called inactive; ? = inconclusive; / = no result given; & = joins results of further samples.

SMILES,DENV2 CPE rescue,PAX8 reporter,ARNT-TACC3 inh,EWS-Fli inh,Casp6 inh,LGR2 inh,SIRT5 inh
O=C(Nc1ccc(S(=O)(=O)N2CCCC2)cc1)C1CC(=O)N(c2ccccc2)C1 (configuration not stated),11,17,3,-1,-2,11,0
Cc1ccc(N(C)S(=O)(=O)c2cccc(C(=O)OCC(=O)N3CCCC(C)C3)c2)cc1 (configuration not stated),-4,16,17,1,-2,14,-1
C[C@H](CO)N1C[C@H](C)[C@H](CN(C)C(=O)Nc2ccccc2)Oc2ccc(NC(=O)NC3CCCCC3)cc2C1=O,-7,-16,3,-7,2,6,5
CC1(C)CC(NC(=O)Cc2ccccc2[N+](=O)[O-])CC(C)(C)N1,/,-19,-4,/,/,-3,/
CCNC(=O)C1(C)CCN(Cc2ccccc2C#N)C1 (configuration not stated),0,1,/,6,-5,3,1
C[C@H](CO)N1C[C@H](C)[C@@H](CN(C)C(=O)Nc2ccc(C(F)(F)F)cc2)Oc2ccc(NC(=O)CCCCCC(=O)Nc3ccccc3N)cc2CC1=O,-5,17,6,2,/,-5,/
CCN(CC)C(=O)C(C)N(C#N)c1nc(C)cc(C)n1 (configuration not stated),/,0,-6,/,/,-3,/
O=C(NCc1ccccc1F)C1CCCN1S(=O)(=O)c1ccc(F)cc1 (configuration not stated),-4,8,10,11,-1,-1,-4
O=C(CN1C(=O)NC2(CCCCCC2)C1=O)NCc1cccs1,-3,2,-13,3,1,10,-3
CCN(CC(=O)Nc1ccccc1C(F)(F)F)C(=O)CCc1c(C)[nH]c(=O)c(C#N)c1C,-6,10,19,6,-1,-9,-2
CC(=O)CCn1cc([N+](=O)[O-])nc1C,-4,0,-20,-4,0,13,/
Cc1ccc(-c2cc(-c3c(C)nn(C)c(=O)c3N)[nH]n2)cc1,-1,-41,1,-30,1,-17,-1
CCC1(Cc2ccccc2)NC(=O)c2ccccc2O1 (configuration not stated),-1,10,/,-1,1,-26,-2
O=C(NC(CSC(=O)c1ccccc1)C(=O)O)OCc1ccccc1 (configuration not stated),3,4,-4,11,1,6,-4
O=C(O)c1ccc(NC(=O)c2ccccc2NC(=O)c2cccc(F)c2)cc1,3,3,-2,4,1,-11,-3
C[C@H]1CN([C@@H](C)CO)S(=O)(=O)c2ccc(Br)cc2O[C@@H]1CN(C)S(=O)(=O)c1ccccc1,-8&4&13,-5,-1&5,9&-30&21,2&-1&1,7&3,0&-2
CCc1nnc(NC(=O)CCS(=O)(=O)c2ccccc2)s1,5,9,-7,-29,3,4,-3
COCCNc1nc2nonc2nc1N1CCCC1c1nccs1 (configuration not stated),1,3,4,4,2,-6,-2
C[C@H](NC(=O)C[C@H]1C=C[C@@H](NC(=O)c2cccnc2)[C@@H](CO)O1)c1ccccc1,?,1,1,-5,0,4,0
Cc1ccccc1NS(=O)(=O)c1ccc(C(=O)NCCCN2CCOCC2)cc1,-1,-3,14,8,-4,7,2
COC(=O)CSc1nnc(CSc2nc(C)cc(C)n2)o1,10,2,/,-4,0,6,-2
CC(C)NC(=S)N1CCN(c2ncccn2)CC1,?,12,-2,1,-1,3,1
C[C@@H]1CN([C@H](C)CO)C(=O)CCCn2cc(nn2)CO[C@@H]1CN(C)C(=O)c1ccncc1,/,0,/,10,/,2,/
Cc1ccc(CSc2nccc(-c3c(C)nc4ccccn34)n2)cc1,-13,4,/,56*,-6,14,-3
CC(=O)c1ccc(-c2ccc(C(=O)NC3CC(C)(C)NC(C)(C)C3)o2)cc1,1,-20,7,-10,-27,-8,-38
Cc1ccc(/C=[N+](/C)[O-])cc1,4,15,-1,-12,-2,/,-4
CC(C)(C)[C@@H]1COC(=O)[C@H](Cc2ccc(F)cc2)C/C=C\C[C@@H](CC(=O)NCCO)C(=O)N1,5,-14,8,1,0,-5,/
CCC(=O)N(C)C[C@H]1Oc2ncc(-c3ccccc3OC)cc2C(=O)N([C@H](C)CO)C[C@@H]1C,?,/,-7,-13,0,-27,3
CCNC(=O)C[C@@H]1CC[C@@H]2[C@H](COc3ccc(NC(=O)c4cc(C)on4)cc3C(=O)N2C)O1,6,10,0,15,-4,-5,-2
C[C@@H]1CN([C@@H](C)CO)S(=O)(=O)c2ccc(C#C[C@@H](C)O)cc2O[C@@H]1CN(C)C(=O)C1CCCCC1,-15,/,15,-10,-1,-9,5
CO[C@@H]1CN(C)C(=O)c2cc(NS(=O)(=O)c3ccc(C)cc3)ccc2OC[C@@H](C)N(C)C[C@@H]1C,4,/,12,-1,0,-7,1
Cc1cn([C@H]2C[C@H](N=[N+]=[N-])[C@@H](CO)O2)c(=O)[nH]c1=O,-1,-1,1,-5,-1,-1,0
C[C@@H]1CN([C@H](C)CO)C(=O)c2cc(NC(=O)NC3CCCCC3)ccc2O[C@H]1CN(C)Cc1ccc(C(F)(F)F)cc1,1,/,-1,-6,-2,3,15
CCOC(=O)CN(C(=O)CNC(=O)c1ccco1)C(C(=O)NC1CCCCC1)c1cccnc1 (configuration not stated),-2,10,-6,4,-1,-4,2
C[C@@H]1CN([C@@H](C)CO)C(=O)c2cccc(NC(=O)c3ccncc3)c2O[C@H]1CN(C)S(=O)(=O)c1ccccc1,-10,-10,/,-1,2,1,/
Cn1c(Cc2ccccc2)nnc1SCC(=O)NC1CCCC1,-7,10,1,0,-2,7,-3
NC(=S)Cc1ccccc1Cl,0,20,-4,6,0,0,-1
CC=Cc1ccc2n(c1=O)C[C@@H]1[C@@H](CO)[C@H](C(=O)NC3CCC3)N(CCC)[C@H]21 (mixture of isomers),2,/,/,-11,-1,14,8
Cc1ccc(Nc2nc(N)c([N+](=O)[O-])c(NCc3ccccc3)n2)cc1,6,15,-4,-7,1,-25,1
CC1(c2nnc(-c3cccc(Cl)c3)o2)CC(c2cccc(F)c2)=NO1 (configuration not stated),?,17,-10,-2,2,8,/
Cc1cc(C(=O)Nc2cccc3c2O[C@H](CN(C)Cc2ccc(Oc4ccccc4)cc2)[C@H](C)CN([C@H](C)CO)C3=O)n(C)n1,/,20,/,-5,/,-8,/
C[C@H]1CCCCO[C@H](CN(C)S(=O)(=O)c2ccccc2)[C@@H](C)CN([C@@H](C)CO)C(=O)c2cc(NS(=O)(=O)c3ccc(F)cc3)ccc2O1,7,28,-3,9,-2,3,0
Cn1c(Cn2c(=O)sc3ccccc32)nnc1SCC(=O)N1CCCCCC1,-5,8,/,-4,-1,-2,/
Cc1ccc(S(=O)(=O)N(C)C[C@H]2Oc3c(NC(=O)Nc4ccc(C(F)(F)F)cc4)cccc3C(=O)N([C@@H](C)CO)C[C@H]2C)cc1,8,?,-5,-8,-1,48,11
O=C(NCCCc1nc2ccccc2[nH]1)c1ccc(F)cc1,2,-1,6,7,-4,-3,1
COc1ccc(S(=O)(=O)n2[nH]c(=O)c(CCO)c2C)cc1,-2,4,1,-2,-3,-5,2
O=C(COC(=O)C1C2CC3OC(=O)C1C3C2)Nc1ccc(F)cc1 (configuration not stated),9,-2,-18,-7,-3,-8,0
CC(C)C#Cc1ccc([C@@H]2[C@@H](CO)N3CCCCN(C(=O)c4ccc(F)cc4)C[C@@H]23)cc1,12,3,-3,4,-1,4,8
Cc1ccc(C(=O)COC(=O)C2CC3CCCC(C2)C3=O)cc1[N+](=O)[O-] (configuration not stated),13,-6,1,-3,2,1,2
CCOc1ccc(Cc2c(Cl)nc(SC)nc2N(C)C)cc1,5,22,-2,30,-1,-11,-2
CCOC(=O)c1cc(OC(=O)c2ccccc2OC)n(-c2ccccc2)n1,/,/,1,/,1,13,-1
COCC(=O)Nc1ccc2c(c1)[C@@H]1C[C@@H](CC(=O)NC3CCCCC3)O[C@@H](CO)[C@@H]1O2,-5,5,-4,-4,-3,-3,-1
C[C@H](CO)N1C[C@H](C)[C@H](CN(C)S(=O)(=O)c2ccc(Cl)cc2)OCCCC[C@H](C)Oc2ccc(NS(=O)(=O)c3cn(C)cn3)cc2C1=O,-1,9,-1,-14,2,-10,12
COc1ccc(-c2ccc3c(n2)CCCN3S(=O)(=O)c2ccc(F)cc2)cc1,-9,-16,/,0,-13,-22,/
O=C(O)c1cccnc1SC1CC(=O)N(c2cccc(C(F)(F)F)c2)C1=O (configuration not stated),11,3,0,4,0,4,-1
CC(C)Cn1c(CN2CCN(C(=O)c3ccco3)CC2)nc2c1c(=O)n(C)c(=O)n2C,0,5,3,-2,-2,20,-1
CC(=O)N[C@@H]1CC[C@@H](CCNC(=O)C2CCCC2)O[C@@H]1CO,-6,-5,-12,-3,2,17,-4
CN(CCCNC(=O)c1cc2c(=O)[nH]c3ccccc3c2n1C)Cc1ccccc1,3,-16,0,-5,-4,25,0
COc1cc(/C=C/C(=O)OCC(=O)NCCN2C(=O)CSC2=O)ccc1OCC#N,1,-11,0,1,1,-8,-3
Cc1c(NC(=O)CSc2nnc(C(C)N(C)C)n2-c2ccccc2)c(=O)n(-c2ccccc2)n1C (configuration not stated),-6,-6,/,-2,0,-1,4

The list goes on:
SMILES,DENV2 CPE rescue,PAX8 reporter,ARNT-TACC3 inh,EWS-Fli inh,Casp6 inh,LGR2 inh,SIRT5 inh
CCCCN(C)C(=O)C(Cc1ccccc1)NS(=O)(=O)c1ccc2c(c1)c(=O)n(C)c(=O)n2C (configuration not stated),-1,3,0,-1,3,-6,/
COc1cccc(C(C)(O)c2nc(-c3cc4ccccc4o3)cs2)c1 (configuration not stated),-1,9,/,9,0,-2,-2
COCCNC(=O)c1cc(-c2ccccc2OC)on1,?,-19,-8,-10,1,-23,0
CCOC(=O)c1cnc(Nc2ccccc2)nc1C(F)(F)F,-2,-42,-3,-11,1,-53,3
